PKA-R1A activ – activators of PKA-R1A complex; AID 504707; activation, % at 11.4 µM; hit rate 0.083% among 340,000; P00514+P68181; PKA-R1A dissociation, Cy5-IP20 fluorescence polarization; scaled: DMSO 0%, 113 µM cGMP 100%;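 active = percent activation above the mean of all tested compounds plus 3 SD, cut at about 19% in these data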;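 note: higher means more PKAc released from R1A so a rise in polarization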
MOR-DOR ag – agonists of human mu-delta opioid receptor heterodimerization. P35372+P41143. cells, OPRM1-OPRD1 heterodimerization, luminescence. activation, % at 9.3 µM. hit rate 0.3% among 340,000. AID 504326; in the data active = activation above about 18%;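 note: 0% = vehicle-treated cells and 100% = reference agonist; values of inactives mirror those of a sister screen read the other way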
SUMO Mot1 rescue – SUMOylation pathway inhibition by Mot1-301 growth rescue; hit rate 1% among 320,000; growth rescue, % at 18.8 µM; S. cerevisiae Mot1-301 growth rescue, ATP luminescence, 38.5C; percent above DMSO median, 100 means doubled;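 active = every valid replicate shows activation above 250% relative to neutral control wells; inactive = the rest, any valid replicate at or below 250%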;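 note: OY570 slx delta 5 strain wells were the positive control but not used for scaling; some compounds called inactive have numbers as strong as hits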
E coli growth – counter-screen for AddAB inhibitors: E. coli growth inhibition; E. coli V3065 growth, OD600 absorbance, 18 h; inhibition, % at 11.9 µM; hit rate 0.27% among 330,000; AID 449728;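 active = inhibition above the campaign's mean inhibition across all tested compounds plus 3 SD, cut at about 9.9% in these data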;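 note: uninfected addAB+ strain grown without phage in ampicillin broth; 0% = DMSO wells and 100% = ciprofloxacin 0.95 µg/ml wells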
MOR-DOR inv ag – inverse agonist of human OPRM1-OPRD1 heterodimerization; hit rate 0.21% among 340,000; AID 504357; inhibition, % at 9.3 µM; P35372+P41143; cell-based MOR-DOR heterodimer luminescence, inverse agonism; in the data active = inhibition above about 22%, passing the limit was not always enough;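 note: 0% = cells with DMSO and 100% = wells without cells with DMSO; values of inactives mirror those of a sister screen read the other way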
HTR5A inv ctr – HTR5A inverse agonism, opioid heterodimer counter-screen; AID 504634; HTR5A cell line, luminescence; hit rate 0.083% among 340,000; inhibition, % at 9.3 µM; in the data active = inhibition mostly above about 23%, no sharp cut-off; inactive = mostly below about 18%;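 note: 0% = cells with DMSO and 100% = no-cell wells with DMSO; some compounds called inactive have numbers as strong as hits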
Target sequence (P47898 whole entry, looked up): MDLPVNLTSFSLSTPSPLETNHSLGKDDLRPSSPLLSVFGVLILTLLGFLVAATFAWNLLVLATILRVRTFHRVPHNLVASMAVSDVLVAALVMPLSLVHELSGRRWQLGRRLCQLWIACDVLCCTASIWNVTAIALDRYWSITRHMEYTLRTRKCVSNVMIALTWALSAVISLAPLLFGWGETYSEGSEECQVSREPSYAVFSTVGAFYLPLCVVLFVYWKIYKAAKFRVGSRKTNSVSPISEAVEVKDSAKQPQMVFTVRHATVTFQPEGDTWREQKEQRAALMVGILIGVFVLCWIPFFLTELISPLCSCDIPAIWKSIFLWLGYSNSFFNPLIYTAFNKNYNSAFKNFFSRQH
phage Ecoli inh – E. coli growth loss with phage present; hit rate 0.26% among 360,000; growth absorbance; inhibition, % at 11.9 µM; in the data active = inhibition above about 11%
DSG3 Ab inh – inhibitors of pemphigus antibody binding to human desmoglein-3. P32926. hit rate 0.48% among 310,000. DSG3-coupled beads, scFv-anti-DSG3-GFP binding, flow cytometry; active compounds read low. binding (percent of control), % at 10 µM;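 active = binding more than 3 SD below its plate's average and above zero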;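 note: hits lower antibody fragment binding to DSG3; some compounds called inactive have numbers as strong as hits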
PfHsp90 yeast 2 – growth inhibition of yeast expressing Plasmodium Hsp90. S. cerevisiae expressing PfHsp90, BacTiter-Glo ATP, 48 h; yeast lacking PDR1 and PDR3 efflux regulators. inhibition, % at 9.4 µM. hit rate 0.32% among 310,000. AID 504621;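 active = every replicate shows inhibition above about 80%, whatever the replicate mean, limit read from the data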;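 note: 0% = DMSO neutral controls and 100% = 20 µM radicicol positive controls; yeast relying on Plasmodium falciparum Hsp90 in place of its own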
HTR5A ag – HTR5A agonism, opioid heterodimer counter-screen | HTR5A agonist assay, luminescence, cell-based | P47898 | activation, % at 9.3 µM | hit rate 0.61% among 340,000; in the data active = activation mostly above about 9.5%, no sharp cut-off; inactive = mostly below about 7.6%;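 note: 0% = cells with vehicle only and 100% = reference agonist; strong numbers were not always called active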
AddAB inh – less growth of phage-infected E. coli with AddAB | inhibition, % at 11.9 µM | AID 435030 | E. coli expressing H. pylori AddAB, absorbance growth | hit rate 0.29% among 330,000; in the data active = inhibition above about 12%;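 note: 0% = vehicle wells of infected cells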
Active calls of the source: *; · = no result given.

Below each compound – PKA-R1A activ	AddAB inh	PfHsp90 yeast 2	phage Ecoli inh	MOR-DOR ag	DSG3 Ab inh	HTR5A ag	E coli growth	HTR5A inv ctr	MOR-DOR inv ag	SUMO Mot1 rescue
- C=CCn1c(SCc2cc(C(=O)OC)c(C)o2)nnc1-c1ccncc1
    5	-1.9	·	1.8	1.6	·	0	-2.4	4	-9	-6
- CCOc1cc(C(=O)Nc2ccc(S(=O)(=O)Nc3cc(C)on3)cc2)cc(OCC)c1OCC
    -3	1.2	-13	1.4	-0.7	102	-3	-1.5	-11	4	-12
- CCc1ccc(CN(C)C(=O)C2=CC=CN3CCS(=O)(=O)N=C23)cc1
    -7	·	·	3.8	-0.4	108	-4	·	11	3	·
- Nc1cccc(-c2nnc3n2CCCCC3)c1
    8	-0.3	0	-1.3	-1.6	104	2	1.8	-6	8	·
- CCOc1ccc(NC(=O)CN2CCN(CC(=O)Nc3ccc(N(C)C)cc3)CC2)cc1
    -7	·	-11	1.4	-0.5	99	1	·	-3	2	·
- Cc1cc2oc(C(=O)Nc3ccc(S(=O)(=O)Nc4nccs4)cc3)cc(=O)c2cc1Cl
    1	-0.2	-18	2.6	-0.7	102	-1	-2.6	14	5	-1
- CCn1c(SCc2nc3cc(OC)c(OC)cc3c(=O)[nH]2)nnc1-c1ccncc1
    -1	0.4	-13	-1.5	0.1	92	7	-2.9	-28	-1	11
- C[C@@H](C(=O)OCC(=O)c1ccc(F)c(F)c1)N1C(=O)C2CCCCC2C1=O (stereo partly specified)
    -4	1.3	-8	1.4	-4.8	·	-1	-0.8	-18	19	-3
- Fc1ccc(NC(=S)N2CCN(c3ccccn3)CC2)cc1Cl
    -6	3.5	-3	1.6	-0.6	119	6	3.1	-25	3	-1
- CCc1nnc(NC(=O)/C=C/c2ccc(C)o2)s1
    -3	4.2	-15	2.0	-0.3	102	1	2.1	9	2	-7
- CC(=O)c1ccc(C(=O)Nc2ccc3c(c2)C(=O)NC3=O)cc1
    4	2.3	-11	1.6	-1.4	104	-2	-0.5	6	8	1
- Cc1c(-c2n[nH]c(=S)n2-c2ccc(Br)cc2)nnn1-c1ccc(Cl)cc1
    -15	·	-33	2.6	1.9	98	1	·	-4	-10	·
- CCCS(=O)(=O)N1CCN=C1SCc1cccc(C)c1
    -4	2.6	-12	3.4	-0.5	92	2	-2.0	-4	3	7
- N#C/C(=C\c1cccnc1)C(=O)Nc1ccccc1[N+](=O)[O-]
    -3	-1.0	-18	1.8	-1.0	106	1	-0.7	7	3	-1
- O=C(O)C(Cc1ccccc1)N1C(=O)/C(=C/c2ccccc2)SC1=S (stereo unspecified)
    -8	-1.0	-12	5.3	-5.1	85	1	-0.9	6	26	-20
- O=C(NCCS(=O)(=O)N1CCN(c2ccccc2)CC1)C1CC1
    0	-0.1	·	0.1	-2.7	106	3	1.8	-7	14	-8
- COc1ccc2[nH]cc(C(=O)CN(C)CCc3ccc(OC)c(OC)c3)c2c1
    -6	2.4	22	0.9	0.9	108	-7	-1.0	16	-4	-9
- COc1ccc(CSc2nncn2C)cc1[N+](=O)[O-]
    4	0.1	-8	2.5	-2.5	100	2	1.5	-6	13	-4
- CCOc1cc(C(=O)OCC(=O)NCc2ccco2)cc(OCC)c1OCC
    -1	-2.1	24	1.3	-1.7	104	3	-2.6	-7	10	·
- Cc1cccc(NC(=O)/C=C/c2ccc(Cl)cc2)n1
    0	4.0	17	0.1	-0.1	108	2	3.0	-18	0	26
- CC(NC(=O)c1ccccc1)C(=O)N/N=C/c1ccc(O)cc1 (stereo unspecified)
    8	2.2	0	2.0	-1.5	94	4	-0.5	-9	7	344
- C=CCNC(=O)c1cc(Cl)cc(Cl)c1
    6	3.5	-1	1.9	-3.4	108	-2	0.7	6	18	-2
- O=C(NCC(c1cccnc1)N1CCN(c2ccccc2F)CC1)c1ccco1 (stereo unspecified)
    0	-0.8	-7	3.2	-0.2	103	5	-2.0	-16	1	-9
- O=C1NC(c2ccccc2)=NC1(NS(=O)(=O)c1ccccc1)C(F)(F)F (stereo unspecified)
    -2	1.7	-12	1.1	-2.4	101	1	-1.2	-7	12	37
- O=C(Cc1cccc2ccccc12)NC(=S)Nc1cccc(C(=O)O)c1
    6	-2.3	-78	3.4	-3.5	102	2	-2.4	-6	18	5
- CCCCN1C(=O)C(=O)N(CC(=O)Nc2sc(C)c(C)c2C(=O)OC)C1=O
    -7	-0.8	-28	0.0	1.1	100	6	-3.5	-14	-5	-4
- FC(F)C(F)(F)c1cc(-c2ccccc2)n[nH]1
    -8	3.1	-4	2.2	0.3	115	-5	2.4	14	-2	-12
- COC(=O)c1ccc(NC(=O)C2CCCO2)cc1 (stereo unspecified)
    -3	0.0	2	1.9	-2.5	104	3	-2.0	-23	16	-21
- CCn1cc(C(=O)O)c(=O)c2cc(F)c(N/N=C/c3ccccc3[N+](=O)[O-])cc21
    -17	0.9	-8	7.1	-3.7	111	-6	-2.0	-8	20	669*
- CCOC(=O)Cc1csc(NC(=O)Cc2ccc(C)cc2)n1
    8	-0.1	·	0.0	-0.1	117	-2	-1.7	-47	1	6
- Cc1ncc(CN=Cc2ccc(Cl)cc2)c(N)n1
    2	1.4	-5	4.1	-0.4	120	2	1.6	-8	2	5
- Nc1ccccc1SCC1CSc2nc3ccccc3c(=O)n21 (stereo unspecified)
    -12	-0.6	5	3.7	-0.5	99	0	-0.2	10	3	-3
- O=C(COC(=O)c1cncc(Br)c1)NCc1cccs1
    0	1.3	-3	5.6	-0.8	·	-1	-0.8	3	3	7
- Cc1nc(N)nc(Nc2ccc(Cl)cc2)c1Br
    -7	2.2	15	3.1	1.2	94	-2	-0.1	-20	-6	61
- O=C(COc1cc2oc(=O)c3c(c2cc1Cl)CCCC3)NCc1cccnc1
    -8	4.0	-19	2.0	-2.5	101	-1	-1.4	8	12	4
- COc1cc(NC(=O)CNC(=O)Cn2c(C)cc3ccccc3c2=O)cc(OC)c1OC
    -6	0.5	-40	1.0	1.1	·	3	-0.9	-4	-7	-7
- Cc1ccc(C)c(NC(=S)c2ccc3ccccc3n2)c1
    0	4.5	11	3.6	2.1	98	-5	-1.8	6	-9	-6
- Cc1ccsc1C(=O)N/N=C/C=C/c1ccccc1[N+](=O)[O-]
    -2	-0.6	-11	-0.5	-1.7	97	1	-1.4	-7	10	-16
- CCN(C(=O)c1ccc(Cl)c([N+](=O)[O-])c1)c1ccccc1
    -10	1.4	-6	0.2	-0.6	·	-3	2.4	8	3	1
- CCOC(=O)c1c(C)[nH]c(C(=O)COC(=O)C(C)N2C(=O)C3CCCCC3C2=O)c1C (stereo unspecified)
    13	0.1	-12	0.9	-1.0	98	1	-0.8	-40	5	3
- O=C(CCCCCNC(=S)Nc1ccc(Cl)cc1)C[N+](=O)[O-]
    -12	1.2	31	3.3	-1.3	101	3	-0.7	-12	6	58
- c1ccc(-n2nnnc2-c2cccnc2)cc1
    -1	-1.7	15	2.6	-0.9	91	7	-0.1	4	5	76
- CCOc1cccc(N2CCN(CCNC(=O)Nc3ccc(C)cc3)CC2)c1C
    -10	-1.3	7	2.7	1.6	114	15*	-1.4	-52	-8	-14
- Cc1ccc(NC(=O)CCCc2nc3ccccc3c(=O)[nH]2)c(Cl)c1
    -8	0.1	6	-1.7	-2.8	99	3	1.4	9	11	18
- NNC(=O)c1ccc(Cn2cc(Cl)cn2)o1
    -3	3.3	-5	-0.2	-0.8	105	2	3.1	0	4	-7
- Cc1nc2cc(C(=O)OCC(=O)NC34CC5CC(CC(C5)C3)C4)ccc2n1-c1ccccc1
    5	1.5	-4	1.4	-1.4	100	-6	-1.8	16	8	-19
- CCOC(=O)N1CCN(C(=O)CSCC(=O)Nc2nc(-c3ccc(OC)cc3)cs2)CC1
    -7	1.1	8	3.0	-0.1	98	1	2.9	-2	0	-25
- O=C(NCC12CC3CC(CC(C3)C1)C2)c1cc2n(n1)C(C(F)(F)F)CC(c1ccco1)N2 (stereo unspecified)
    2	-4.1	-30	-0.5	5.7	103	4	-1.4	13	-34	56
- O=C(O)CCNC(=O)OCC1c2ccccc2-c2ccccc21
    -1	-0.7	18	3.2	1.2	99	-3	-3.4	12	-5	5
- CC(C)(C)NC(=O)/C=C/c1cccs1
    -6	2.1	-7	2.4	-0.5	323	-2	0.6	18	2	-7
- O=C(Nc1cccc(-c2nn[nH]n2)c1)c1csc2c1CCCC2
    0	2.5	14	·	-0.4	102	-1	-1.2	-4	3	21
- Cn1ncc2c(NNC(=O)Cc3ccccc3)ncnc21
    -3	1.0	-11	2.6	-2.4	108	-3	-2.3	-7	13	2
- CCSc1nnc(NC(=O)c2ccccn2)s1
    10	9.3	-18	0.3	-0.8	104	2	11*	-35	5	58
- O=S(=O)(c1cccs1)N1CCN(CC(O)COc2cc(Cl)ccc2Cl)CC1 (stereo unspecified)
    -10	2.9	-7	1.3	2.2	82	5	1.6	3	-12	-5
- Cc1cccc(C(=O)NC(=S)Nc2ccc3[nH]c(=O)[nH]c3c2)c1
    -1	1.3	7	3.9	-1.5	79	-2	-0.4	-2	9	15
- O=c1c2c(nc3nc(NCc4cccc(Cl)c4)[nH]n13)CCC2
    ·	3.0	-26	6.0	·	102	·	0.6	·	·	-16
- CCN(CC)S(=O)(=O)c1cccc(C(=O)/C=C2/N(C)c3ccccc3C2(C)C)c1
    -17	2.6	-14	1.2	0.3	94	2	-1.4	-5	-2	-20
- N#Cc1c(-c2ccccc2)c(-c2ccccc2)nn(CC(=O)NNC(=O)Nc2ccc(Cl)cc2)c1=O
    ·	-1.3	-16	-1.5	·	89	·	2.1	·	·	5
- CCOC(=O)CN1C(=O)N[C@@H](c2ccc(Br)cc2)C(C(=O)OC)=C1C
    -10	3.0	-8	2.1	-1.8	104	3	0.2	16	10	-11
- CCSc1ccccc1C(=O)Nc1cc(OC)c(OC)c(OC)c1
    3	0.7	-25	3.5	-2.3	100	0	-2.2	-1	12	52

Following part
Below each compound – PKA-R1A activ	AddAB inh	PfHsp90 yeast 2	phage Ecoli inh	MOR-DOR ag	DSG3 Ab inh	HTR5A ag	E coli growth	HTR5A inv ctr	MOR-DOR inv ag	SUMO Mot1 rescue
- Cc1occc1C(=O)N/N=C/c1ccc2c(c1)OCO2
    -7	-2.9	28	5.7	-1.6	104	1	-1.1	-4	8	-18
- Cc1ccc(OCCNCC(O)COc2ccccc2)cc1 (stereo unspecified)
    -3	-1.2	5	2.4	-0.6	93	0	-1.8	-2	4	2
- COc1ccc(OC)c2c(C)cc(NCCN3CCOCC3)nc12
    9	-1.1	3	0.7	-0.2	105	-8	-2.5	19	1	4
- CCN(C(=O)Cn1nc(C)c([N+](=O)[O-])c1C)c1c(N)n(Cc2ccccc2)c(=O)[nH]c1=O
    -17	2.2	1	2.5	-0.6	100	-1	-0.5	15	4	376*
- CCOc1cc(-c2nc3cc(C)ccn3c2NCC2CCCO2)ccc1O (stereo unspecified)
    -2	-0.5	11	3.1	-1.5	·	-4	-1.5	-23	8	24
- CC(C)CC(=O)Nc1cc2c3c(c1)C(C)C(=O)N3CCC2 (stereo unspecified)
    -7	4.2	5	-1.2	-1.8	101	6	-1.9	3	9	3

Screening data deposited in PubChem by several laboratories.
